# Nrf2 inh: inhibitors of Nrf2 signaling. A549 ARE-Fluc reporter, luciferase luminescence, 18-24 h. Potency, µM (titrated, usually from 46 µM), for the others: top-dose activity change, negative = inhibition, usual class: inhibitors. 360,000 tested, 2.1% active. AID 504444; further: potency means the concentration at half of the fitted maximal effect; on the % scale 0 is the no-effect control and ±100 the full control effect; nearly all actives have a fitted effect of over 60% in size
#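 In this cell-based qHTS, ARE-driven firefly luciferase in A549 cells reports Nrf2 activity; the luminescent signal after BugLite lysis is the measured value, with a prior CellTiter-Fluor read for cell health.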
# Mm-Cpn inhibitor: inhibitors of Methanococcus maripaludis chaperonin (MmCpn) | purified Mm-Cpn ATPase, ADP Transcreener TR-FRET | Potency, µM (top dose mostly 76.9 µM), inactives show at the highest dose activity, negative = inhibition, most hits filed as inhibitors | 330,000 tested, 0.031% active | AID 504842; further: potency means the concentration at half of the fitted maximal effect; on the % scale 0 is the no-effect control and ±100 the full control effect; nearly all actives have a fitted effect of over 80% in size
#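 ATPase turnover read by TR-FRET ADP competition (Eu cryptate antibody/ADP-d2, 665/590 nm): 10uM ATP final, 25nM Mm-CPN final, 30 min 37degC after 10-min compound preincubation, pH 7.4 Tris/KCl/MgCl2/DTT buffer.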
# CCT modulator: changes cytosolic chaperonin activity | purified chaperonin ATPase assay, HTRF ADP detection, 30 min | activity change, % (test concentration not listed), hits read low | 360,000 tested, 0.3% active; in the data active means activity change below about -30%; further: on the % scale 0 is the no-effect control and ±100 the full control effect
#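 TRiC at 40 or 20 nM final (batch-dependent) in 30 mM Tris pH 7.4, 100 mM KCl, 5 mM MgCl2, 1 mM DTT, with compound at single 76 uM and 10 uM ATP, 30 min at 37 deg C. ADP detected by HTRF Transcreener, 665/615 ratio.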
# TGFb inhibitor: blocks TGF-b signaling. HepG2 CAGA-GFP TGF-b/SMAD3 reporter, GFP fluorescence, 18 h; TGF-beta stimulated, 500 pg/mL final. Potency, µM (doses to about 46.1 µM), for the others: at the highest dose activity, negative = inhibition, usual class: inhibitors. 410,000 tested, 1.2% active. AID 588855; further: potency means the concentration at half of the fitted maximal effect; on the % scale 0 is the no-effect control and ±100 the full control effect; nearly all actives have a fitted effect of over 65% in size
#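 HEPG2 CAGA-GFP reporter cells (1000/well, DMEM with 1% FBS) received compounds, then recombinant TGF-beta at 500 pg/mL final for 18 hours at 37 degrees C. Per-cell GFP summed per well was normalised to unstimulated and stimulated DMSO controls before curve fitting.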
# Akt phos inh: inhibitors of Akt phosphorylation; Neuro2A IGF-stimulated pAkt S473 HTRF, 20 min; active compounds read low; 360,000 tested, 0.32% active; activity change, % for hits at 50 µM; in the data active means activity change below about -80%; inconclusive means mostly about -51% to -80%; further: on the % scale 0 is the no-effect control and ±100 the full control effect
#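 Single-point screen (50 µM final compound) in Neuro2A cells stimulated 20 min with 6 nM IGF at 37 deg C. After lysis, Ser473-phosphorylated Akt read by HTRF (ex 330 nm, em 615/665 nm) as the 665/615 ratio.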
# Nrf2 ARE act: Nrf2 pathway activation. Potency, µM (series often up to 46.1 µM), for inactives: at the top dose activation, usual class: activators. 410,000 tested, 0.31% active. AID 624171. AREc32 ARE-luciferase reporter (MCF7-derived line), luminescence, 24 h; further: potency means the concentration at half of the fitted maximal effect; % of control where 0% means no effect; nearly all actives have a fitted effect of over 65% in size
#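 Nrf2 activation is followed as ARE-luciferase induction in the AREc32 line after one day of compound treatment; luminescence is read with Steady-Glo.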
# EPAC2 antagonist: EPAC2 (human) antagonism; Q8WZA2; EPAC2 GEF exchange of Rap1B-BODIPY-GDP, fluorescence; Potency, µM (highest dose often 114 µM), for the others: at the highest dose activity, negative = inhibition, usual class: inhibitors; 360,000 tested, 0.18% active; AID 720708; further: potency means the concentration at half of the fitted maximal effect; on the % scale 0 is the no-effect control and ±100 the full control effect; nearly all actives have a fitted effect of over 45% in size; many of its hits are not listed in these tables
# Target sequence (Q8WZA2 whole entry, looked up): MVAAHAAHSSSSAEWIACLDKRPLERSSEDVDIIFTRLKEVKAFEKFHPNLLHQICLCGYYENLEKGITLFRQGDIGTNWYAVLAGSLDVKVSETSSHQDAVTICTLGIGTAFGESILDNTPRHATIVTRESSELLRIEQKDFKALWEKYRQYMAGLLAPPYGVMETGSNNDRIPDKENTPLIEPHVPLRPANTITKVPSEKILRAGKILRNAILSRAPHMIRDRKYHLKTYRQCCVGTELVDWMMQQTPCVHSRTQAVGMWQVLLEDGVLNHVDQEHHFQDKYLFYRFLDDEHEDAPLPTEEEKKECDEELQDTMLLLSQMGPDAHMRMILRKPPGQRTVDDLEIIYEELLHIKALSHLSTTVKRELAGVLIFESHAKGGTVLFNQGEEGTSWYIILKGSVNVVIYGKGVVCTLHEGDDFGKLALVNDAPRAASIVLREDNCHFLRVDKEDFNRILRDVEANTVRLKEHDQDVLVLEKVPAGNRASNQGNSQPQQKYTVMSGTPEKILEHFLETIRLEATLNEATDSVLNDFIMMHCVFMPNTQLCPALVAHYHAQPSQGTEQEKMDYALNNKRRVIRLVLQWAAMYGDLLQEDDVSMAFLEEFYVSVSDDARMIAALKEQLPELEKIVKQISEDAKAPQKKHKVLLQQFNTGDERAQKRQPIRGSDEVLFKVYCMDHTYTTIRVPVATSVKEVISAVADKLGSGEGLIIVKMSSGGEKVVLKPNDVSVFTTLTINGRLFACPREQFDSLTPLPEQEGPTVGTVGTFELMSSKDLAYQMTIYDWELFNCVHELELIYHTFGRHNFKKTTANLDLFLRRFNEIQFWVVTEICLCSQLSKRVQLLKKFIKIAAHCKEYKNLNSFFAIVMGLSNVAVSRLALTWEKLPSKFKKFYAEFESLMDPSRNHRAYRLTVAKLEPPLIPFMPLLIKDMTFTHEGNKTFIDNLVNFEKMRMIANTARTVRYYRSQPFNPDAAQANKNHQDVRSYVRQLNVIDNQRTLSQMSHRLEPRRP
# EPAC2 agonist: agonists of human EPAC2 (RAPGEF4) | EPAC2 activation, biochemical qHTS; response scale: 100% = 6.5 mM cAMP response | Potency, µM (titrated, usually from 154 µM), without a hit: top-dose activation, actives largely listed as activators | 360,000 tested, 0.079% active; further: potency means the concentration at half of the fitted maximal effect; nearly all actives have a fitted effect of over 50% in size
#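 Each well held 100 nM EPAC2, 250 nM RAP1B-BODIPY-GDP and 50 uM GDP. Fluorescence, read at 5-min intervals to 30 min, was referenced to a 6.5 mM cAMP positive control.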
# A549 viability: kills or reduces viability of A549 cells in Nrf2 counter-screen | A549 ARE-Fluc cells, CellTiter-Fluor viability, 18-24 h | Potency, µM (top dose mostly 46 µM), for the others: top-dose activity change, negative = cytotoxicity, actives largely listed as inhibitors | 390,000 tested, 0.16% active | AID 504648; further: potency means the concentration at half of the fitted maximal effect; on the % scale 0 is the no-effect control and ±100 the full control effect
#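 A549 ARE_Fluc cells in 5% FBS OPTI-MEM were exposed to compounds in concentration-response for 18-24 h at 37 deg C. Viability was read by CellTiter-Fluor fluorescence (Ex 405/Em 525) after 30 min, before the luciferase read.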
# An asterisk follows results filed as active; i = inactive; u = inconclusive; x = not tested or not shown; & = joins results of further samples; [ ] = remark or other dose. Unless noted, the call rests on the fitted dose curve; in most records, active means well fitted curve in the direction sought with a large enough effect; inconclusive means small, poorly fitted or top-dose-only effect, or another doubt; inactive means no such curve, though single readings can be large; an effect the other way counts as inactive or inconclusive. This is a subset; count on the stated rates, not on these rows.
SMILES,Nrf2 inh,Mm-Cpn inhibitor,CCT modulator,TGFb inhibitor,Akt phos inh,Nrf2 ARE act,EPAC2 antagonist,EPAC2 agonist,A549 viability
O=c1c2cc(-c3ccccc3)sc2ncn1/N=C/c1ccco1,u,0%,-3.9,-9%,-106%*,4.3%,-5%[57.1 µM],-10%,-2%
CCOc1ccc(N(CC(=O)NC2CCCCC2C)S(=O)(=O)c2c(C)noc2C)cc1 (stereo not given),1%,-1%,0.7,2%,i,-1.3%,-1%,-5%,-8%
O=C(NCCCN1CCCC1)[C@H](CSCc1ccccc1)N1Cc2ccccc2C1=O,u,-4%,0.0,3%,i,4.7%,11%,4%,16%
COc1ccc(NC(=O)c2cc([N+](=O)[O-])ccc2O)cc1,u,1%,-1.0,11µM*,i,-5.5%,-15%,4%,u
Cc1ccc(S(=O)(=O)N2CCOCC2)cc1C(=O)Nc1nc2ccccc2[nH]1,5%,0%,-2.6,u,i,2.0%,5%,-3%,-3%
CCN(CC)c1ccc(/C=N/NC(=S)NCc2ccc(OC)cc2)cc1,-20%,-1%,-0.7,-4%,i,0.2%,-11%,6%,-6%
CC1(C)Cc2cccc(OCC(=O)OCC(=O)Nc3cccc(S(N)(=O)=O)c3)c2O1,-6%,1%,-3.9,6%,i,-0.9%,-1%,8%,12%
O=C(Nc1ccc2ccccc2c1)c1cn(-c2ccccc2)nc1-c1cccs1,u,u,-3.4,11%,i,2.6%,-5%,12%,-18%
COc1cc(C=O)ccc1OC(=O)N1CCOCC1,1%,-3%,-0.1,0%,i,2.8%,2%,-4%,-4%
COc1ccc(N2C(=O)CSC23C(=O)N(CC(N)=O)c2ccccc23)cc1 (stereo not given),u,x,x,1%,x,-0.8%,x,x,6%
CSc1nc(-c2ccco2)nn1C(=O)c1ccccc1,-4%,0%,-1.5,-12%,i,-0.3%,-6%,0%,-7%
Cc1cccc(-n2c(SCC(=O)c3c(N)n(C4CC4)c(=O)[nH]c3=O)nnc2N2CCOCC2)c1,0%,1%,-7.2,-3%,i,-0.1%,3%,1%,-8%
Cc1cc(C)cc(-n2cnc3cc(C(=O)O)ccc32)c1,-19%,1%,-0.8,0%,x,-0.2%,0%,9%,-13%
CC(C)C1Nc2ccc(C(=O)NC3CCCCC3)cc2NC1=O (stereo not given),u,-3%,-0.2,1%,i,-0.3%,-14%,-3%,-2%
Cc1ccc(S(=O)(=O)NCCC(=O)NCC(c2ccc(F)cc2)N2CCOCC2)cc1 (stereo not given),6%,-1%,-0.4,-16%,i,-0.1%,0%,5%,4%
O=C(Cn1nnc(-c2ccc(Cl)cc2)n1)N1CCN(C(=O)c2ccco2)CC1,20%,0%,-2.6,5%,i,-0.2%,-9%,4%,18%
O=C(NCc1cccc(Cl)c1)c1cc(=O)[nH]c2ccccc12,-1%,0%,1.7,8%,i,-1.2%,-13%,9%,-4%
CCn1c(SCC(=O)Nc2cc(C)ccc2C)nnc1-c1cnccn1,-16%,u,-0.7,-2%,i,-0.7%,-6%,9%,13%
O=S(=O)(c1cccc2nsnc12)N1CCCCC1,-18%,-1%,-1.6,-17%,x,-0.2%,-7%,17%,4%
CCN(CC)S(=O)(=O)c1cc(Br)c(C)cc1OC,3%,-6%,0.7,11%,i,1.5%,-2%,-5%,-5%
CCOC(=O)c1c2ccccc2[n+]([O-])n1[C@@H](C)C(N)=O,3%,1%,-3.2,-26%,i,11%,10%,2%,-3%
COc1ccc(C(=O)NNC(=O)C(NC(=O)c2cc(OC)cc(OC)c2)C(C)C)cc1 (stereo not given),2%,0%,-1.0,-9%,i,0.3%,0%,11%,1%
CCOc1ccc2nc(SCc3ccc(C(=O)OC)o3)[nH]c2c1,0%,2%,-1.4,-2%,i,0.0%,5%,2%,3%
Fc1cnc(N2CCOCC2)nc1NCc1ccccc1,17%,-2%,-1.7,-27%,i,-0.9%,0%,11%,u
COCCN(C(=O)c1csnn1)C(C(=O)NC1CCCC1)c1ccc(C)cc1 (stereo not given),-2%,-2%,-1.6,2%,i,4.1%,0%,6%,0%

# Additional compounds:
SMILES,Nrf2 inh,Mm-Cpn inhibitor,CCT modulator,TGFb inhibitor,Akt phos inh,Nrf2 ARE act,EPAC2 antagonist,EPAC2 agonist,A549 viability
CC1(Oc2ccc(-n3ccnc3)cc2)CCN(Cc2cccn2-c2nccs2)C1 (stereo not given),x,x,-1.8,8%,i,4.2%,-8%,9%,x
CC(=O)NCc1ccc2[nH]c(C)cc2c1,0%,0%,-4.7,2%,i,-0.8%,10%,9%,-17%
Cc1ccc(S(=O)(=O)Oc2ccccc2/C=C2\SC(=O)NC2=O)cc1,-1%,0%,0.5,-23%,i,3.2%,u,5%,-5%
CN(C)C1N(C(=O)c2ccccc2)N=C2c3ccccc3S(=O)(=O)N21 (stereo not given),6%,0%,-2.5,2%,i,1.2%,-5%,3%,-7%
CC(CCCN(C)C)C(Cc1ccccc1)c1ccccc1 (stereo not given),u,x,0.3,-11%,i,1.0%,-7%,1%,-2%
Cc1cccc(N2CCN(CC(O)COc3ccccc3)CC2)c1 (stereo not given),-2%,x,-0.5,u,i,-0.7%,-6%,8%,-1%
CC(O)CNc1ccc(-c2nn(C)c(=O)c3ccccc23)cc1[N+](=O)[O-] (stereo not given),-19%,1%,-0.5,-8%,i,2.3%,-4%,6%,-11%
CCOc1cc(C(=O)N2CCC3(CC2)NCCc2[nH]cnc23)cc(OCC)c1OCC,u,2%,-0.9,10%,x,0.3%,-5%,10%,2%
O=C(Nc1cccc(S(=O)(=O)N2CCOCC2)c1)C1=NN(c2ccccc2)C(=O)CC1,-8%,0%,0.2,9%,i,-0.3%,3%,6%,-1%
O=C(COC(=O)c1cc[n+]([O-])cc1)Nc1cccc(Br)c1,5%,-1%,-3.6,-3%,i,0.2%,9%,18%,1%
O=C(Cn1cc(C(F)(F)F)cc(Cl)c1=O)Nc1cc(S(=O)(=O)N2CCOCC2)ccc1Cl,-8%,2%,1.1,-3%,i,-0.7%,7%,7%,7%
COc1ccccc1-c1nnc(Nc2nc3c(OC)cccc3s2)o1,u,u,1.7,u,i,11%,-3%,8%,-14%
O=C(Nc1ccc2c(c1)S(=O)(=O)N=C1CCCCCN12)c1ccccc1Cl,-9%,-1%,-0.8,-18%,i,-0.1%,0%,-3%,-1%
O=C(NCc1cccs1)c1ccccc1C(=O)NCc1cccs1,15%,0%,-0.6,u,i,-0.2%,16%,3%,-2%
O=C(Nc1sc2c(c1C(=O)O)CCCCC2)c1ccccc1,u,1%,-1.2,2%,i,3.9%,1%,-1%,-11%
Cc1ccc(C(c2ccc(C)o2)c2cccc([N+](=O)[O-])c2O)o1,21%,1%,0.9,-2%,i,0.2%,-24%[57.1 µM],4%,-4%
CCSc1cc(N2CCCC2)nc(-c2ccccc2)n1,9%,-3%,-1.7,-28%,i,-0.2%,4%[57.1 µM],0%,-5%
CC(c1ccco1)N(C(=O)c1ccc(C(F)(F)F)cc1)c1ccccn1 (stereo not given),-1%,2%,-1.2,-18%,i,-0.3%,-4%,5%,-10%
O=C(Nc1ccc(Oc2cccnc2)cc1)C1CCN(Cc2cc(Cl)ccc2O)CC1,u,-2%,-0.5,13µM*,x,3.7%,-12%,27%,-13%
O=C(Nc1ccnn1C1CCN(Cc2ccc(O)c(Cl)c2)CC1)C1CCCC1,-9%,1%,-3.0,17%,i,0.2%,-1%,2%,-2%
CC1CCN(S(=O)(=O)c2ccc3c(c2)CC(C)N3C(=O)C2CCC2)CC1 (stereo not given),-1%,0%,-2.8,u,i,3.8%,-8%,13%,-2%
CC(C)(C)C(=O)/C(=C/c1ccc(Cl)cc1)n1cncn1,u,0%,-5.4,10µM*,i,u,u,-1%,-6%
O=C(NC(=S)Nc1ccccc1)C1CCCCC1,u,1%,-2.5,-16%,i,-0.1%,-9%,2%,8%
COc1ccccc1C(=O)CN1C(=O)NC2(CCCc3ccccc32)C1=O (stereo not given),u,0%,-0.4,3%,i,4.2%,3%,5%,17%
CC(NC(=O)c1ccc(N2Cc3ccccc3Oc3ncccc32)s1)c1ccccc1 (stereo not given),u,x,x,-13%,x,6.1%,x,x,14%

# Structures above marked active in Akt phos inh:
SMILES	Nrf2 inh	Mm-Cpn inhibitor	CCT modulator	Akt phos inh	Nrf2 ARE act	EPAC2 antagonist	EPAC2 agonist
O=c1c2cc(-c3ccccc3)sc2ncn1/N=C/c1ccco1	u	0%	-3.9	-106%*	4.3%	-5%[57.1 µM]	-10%

# Additional compounds:
SMILES,Nrf2 inh,Mm-Cpn inhibitor,CCT modulator,TGFb inhibitor,Akt phos inh,Nrf2 ARE act,EPAC2 antagonist,EPAC2 agonist,A549 viability
O=C1C2CCCN2C(=S)N1c1ccccc1 (stereo not given),8%,-1%,0.9,8%,i,0.0%,-2%,8%,-3%
CCOC(=O)C1=C(C)N(CCCCCC(=O)O)C(=O)NC1c1ccccc1OC(=O)c1cccs1 (stereo not given),-15%,0%,-0.9,u,i,2.3%,9%,1%,-8%
Cn1c(-c2ccc(Br)o2)nc2ccccc21,u,-1%,-9.4,u,i,21%,-2%,8%,5%&12%
CCCC(=O)Nc1ccc2c(c1)c1ccccc1n2CC,u,-6%,-5.5,4%,i,-0.3%,-8%,3%,0%
O=C(Cn1cnc2c(nnn2Cc2ccc(Cl)cc2)c1=O)NC1CCCC1,-9%,-2%,1.0,13%,i,-0.3%,1%,7%,u
Cc1ccc(NS(=O)(=O)c2ccc(OCC(N)=O)cc2)cc1,9%,0%,1.7,3%,i,-0.9%,11%,-6%,-1%
